SKKanGAS inh: SKKanGAS growth inhibition; AID 1662; inhibition, % at 7.5 µM; S. pyogenes SKKanGAS, kanamycin growth, BacTiter-Glo, 6 h; 1.3% of 300,000 active;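 active = mean replicate score, as percent of positive control median, at least 50; inconclusive = mean below 50 but one replicate at or above 50; inactive = mean and every replicate below 50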;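 also: strain carries kanamycin resistance gene driven by streptokinase promoter and grows in 40 µg/ml kanamycin; loss of luminescence reflects streptokinase promoter inhibition or plain growth inhibition; 0% = median of DMSO wells and 100% = positive control at its reference dose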
TRPC4 inh: TRPC4 (mouse) channel inhibition. B-score at 10 µM. Q9QUQ5. HEK293 TRPC4beta/mu-opioid, DAMGO-evoked Fluo4 calcium flux; stronger effect = lower value. 0.39% of 300,000 active;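 active = B-score over 3 SD under the library average, no early fluorescence shift, positive overall ratio signal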
Target sequence (Q9QUQ5 whole entry, looked up): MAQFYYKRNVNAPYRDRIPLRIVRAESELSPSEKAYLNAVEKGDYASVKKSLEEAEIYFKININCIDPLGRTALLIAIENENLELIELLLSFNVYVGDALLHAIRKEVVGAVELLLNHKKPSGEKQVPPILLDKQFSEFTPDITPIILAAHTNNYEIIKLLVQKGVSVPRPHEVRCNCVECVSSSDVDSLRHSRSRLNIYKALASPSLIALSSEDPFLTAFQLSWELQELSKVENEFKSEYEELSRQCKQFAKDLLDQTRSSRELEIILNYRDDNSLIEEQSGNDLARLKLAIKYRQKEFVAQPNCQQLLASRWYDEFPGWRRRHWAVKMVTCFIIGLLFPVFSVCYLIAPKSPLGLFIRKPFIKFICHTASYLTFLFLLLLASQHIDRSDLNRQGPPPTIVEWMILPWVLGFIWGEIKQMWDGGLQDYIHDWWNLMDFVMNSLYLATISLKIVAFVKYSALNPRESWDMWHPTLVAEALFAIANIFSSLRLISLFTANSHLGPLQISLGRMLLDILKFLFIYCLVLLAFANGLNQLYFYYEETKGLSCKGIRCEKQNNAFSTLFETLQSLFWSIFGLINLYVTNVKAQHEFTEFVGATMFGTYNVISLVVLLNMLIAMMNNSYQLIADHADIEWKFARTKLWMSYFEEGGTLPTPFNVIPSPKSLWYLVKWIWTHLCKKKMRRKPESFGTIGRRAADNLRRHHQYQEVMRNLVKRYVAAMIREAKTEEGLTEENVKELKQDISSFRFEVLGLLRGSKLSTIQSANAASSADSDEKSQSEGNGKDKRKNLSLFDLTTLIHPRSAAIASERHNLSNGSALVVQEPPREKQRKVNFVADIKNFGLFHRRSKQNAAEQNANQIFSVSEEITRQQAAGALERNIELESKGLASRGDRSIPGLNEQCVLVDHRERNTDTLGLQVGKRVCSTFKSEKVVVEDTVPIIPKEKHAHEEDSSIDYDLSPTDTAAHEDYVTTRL
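Assay system: HEK293 cells with stable TRPC4beta plus mu-opioid receptor expression; Probe or stimulus: DAMGO in two steps, submaximal then maximal; Dosing: single-point compound dosing; Measured by: Fluo4 calcium-dye fluorescence, kinetic read; Read-out basis: B score from integrated Fluo4 fluorescence ratio.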
TRPC6 activator: activators of mouse TRPC6 channel; Q61143; B-score at 10 µM; AID 2550; HEK293-TRPC6 membrane potential dye fluorescence; stronger effect = higher value; 0.13% of 310,000 active;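 active = B-score of the integrated fluorescence ratio above library mean plus 3 SD, and starting fluorescence ratio within library mean plus 5 SD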;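 also: higher score means more depolarization so channel activation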
TRPC4 potent: allosteric potentiators of mouse TRPC4 channel; Q9QUQ5; HEK293 TRPC4beta/mu-opioid, DAMGO EC20, Fluo-4 Ca2+ flux; stronger effect = higher value; B-score at 10 µM; 0.42% of 310,000 active; AID 2227;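 active = B-score of calcium response area above 5 SD of library B-scores, with initial fluorescence ratio within 5 SD of library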;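 also: B-score of integrated fluorescence ratio over time as area under calcium response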
TRPC4 act: opens the mouse TRPC4 cation channel. Q9QUQ5. HEK293 TRPC4beta/mu-opioid, Fluo4 calcium fluorescence; stronger effect = higher value. B-score at 10 µM. 0.49% of 310,000 active. AID 2237;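 active = B-score above 5 SD of library B-scores, and initial fluorescence ratio not above library mean plus 5 SD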;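 also: positive B-score marks a calcium rise read as TRPC4 activation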
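System – HEK293 cells stably co-expressing mouse TRPC4beta and mu-opioid receptor · Signal – Fluo4 calcium-sensitive dye fluorescence, kinetic, 1 Hz baseline · Benchmarks – buffer (low) and maximal DAMGO (high) · Read-out – B score of integrated fluorescence ratio per well · Incubation – dye loading 45 min room temperature, 110 s kinetic read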
TRPC6 inhibitor: mouse TRPC6 channel inhibition; 1.1% of 310,000 active; Q61143; B-score at 10 µM; HEK293-TRPC6, membrane potential dye, ACh-evoked depolarization; stronger effect = lower value;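 active = B-score under library mean minus 3 SD, initial fluorescence not abnormally high, positive integrated signal ratio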;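 also: B-score derived from integrated fluorescence ratio over the kinetic read; more negative B-score means stronger inhibition of depolarization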
TMEM16A act: mouse TMEM16A channel activation, primary screen; Q8BHY3; HEK293 TMEM16A/YFP-H148Q/I152L, iodide quench fluorescence; stronger effect = lower value; B-score at 10 µM; 0.3% of 340,000 active;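 active = fluorescence-ratio B-score plate-corrected deviation score at least 3 library SD below zero, with starting fluorescence score within 5 deviations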;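 also: channel opened by trigger with iodide after compound preincubation; score built on the fluorescence ratio of max minus min over baseline; more negative score means more quench and so TMEM16A activation or potentiation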
MrgX1 agonist: human MrgX1 receptor agonism, primary screen. Q96LB2. MrgX1-HEK293 cells, Fluo-4 calcium fluorescence, agonist mode; stronger effect = higher value. B-score at 10 µM. 0.44% of 310,000 active. AID 588627;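 active = calcium response B-score plate-corrected fluorescence ratio at least 3 library SD, with starting fluorescence B-score inside 5 SD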
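System: HEK293 cells stably expressing human MrgX1 receptor; Dosing: test compound in the initial addition of three; Schedule: overnight plating, then 30 min 37 °C plus 30 min room-temperature dye loading; Detection: kinetic calcium dye fluorescence, Fluo-4 NW; Controls: per-plate positive and negative controls for Z′ factor.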
MrgX1 allo act: allosterically activates human MrgX1 receptor signaling; Q96LB2; MrgX1-HEK293, Fluo-4 calcium flux, FDSS; stronger effect = higher value; B-score at 10 µM; 0.63% of 310,000 active;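 active = plate-corrected calcium response at least 3 library SD above typical, normal starting fluorescence, not activating the receptor alone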;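 also: compound read alongside a low EC10 to EC30 dose of BAM8-22 agonist; peak minus trough fluorescence over baseline measured at the second addition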
ANO1 block: mouse TMEM16A channel inhibition, primary screen; Q8BHY3; HEK293 TMEM16A/YFP iodide influx fluorescence, ionomycin; normalized B-score (activity score, 25-100; higher = stronger inhibition) at 10 µM; 1.2% of 310,000 active; AID 588511;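 active = ratio plate-corrected score three or more library SD toward inhibition, starting fluorescence score within five deviations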;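 also: score derived from kinetic fluorescence span divided by baseline fluorescence per well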
MrgX1 antagonist: blocks BAM8-22 activation of human MrgX1 receptor; MRGX1-HEK293 calcium flux, Fluo-4, BAM8-22 antagonism; stronger effect = lower value; 1.3% of 310,000 active; Q96LB2; B-score at 10 µM;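 active = calcium-response B-score plate-corrected more than 3 library SD below zero, starting fluorescence within 5 deviations, no agonist response on first addition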;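 also: peak minus trough fluorescence over baseline after final BAM8-22 challenge near maximal dose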
* hit, by the source's call; i = inactive; ? = inconclusive; . = not tested or not shown. No enrichment for hits, and some 6.7% of all compounds hit somewhere here.

The line under a structure holds: SKKanGAS inh, TRPC4 inh, TRPC6 activator, TRPC4 potent, TRPC4 act, TRPC6 inhibitor, TMEM16A act, MrgX1 agonist, MrgX1 allo act, ANO1 block, MrgX1 antagonist
CC(OC(=O)c1cccc(-n2cnnn2)c1)C(=O)Nc1cccc(Cl)c1 (stereo unspecified)
 : -3, i, i, i, i, i, i, i, i, i, i
COc1ccc(C(=O)Nc2cc(=O)n(C)c(=O)n2C)cc1
 : 4, i, i, i, i, i, i, i, i, i, i
Cc1cc(NCCCN2CCOCC2)n2ncc(-c3ccc(Cl)cc3)c2n1
 : 18, i, i, i, i, i, i, i, i, i, i
O=C(NCCN1CCCC1)c1ccc(Cl)cc1
 : 4, i, i, i, i, i, i, i, i, i, i
CCOc1ccc(CNC(=O)CCS(=O)(=O)Cc2cccc(Cl)c2)cc1OC
 : -7, i, i, i, i, i, i, i, i, i, i
COc1ccc(C(O)C(CN2CCOCC2)c2ccccc2)cc1F (stereo unspecified)
 : 3, i, i, i, i, i, i, i, i, i, -5.6*
O=C(NN1C(=O)c2ccccc2NC1c1ccccn1)c1ccc(Br)cc1 (stereo unspecified)
 : -3, i, i, i, i, i, i, i, i, i, i
COCCNC(=O)C(C)OC(=O)c1nsc(Cl)c1Cl (stereo unspecified)
 : -3, i, i, i, i, i, i, i, i, i, i
O=c1c2cc(NC(=S)NC3CCN(Cc4ccccc4)CC3)ccc2nc2n1CCCCC2
 : 13, i, i, i, i, i, i, i, i, i, i
CC(CSc1nc2ccccc2s1)Cn1c(N2CCCC2)nc2c1c(=O)[nH]c(=O)n2C (stereo unspecified)
 : -6, i, i, i, i, i, i, i, i, i, i
CN(/N=C/c1cc(Cl)cc(Cl)c1O)c1c(Cl)cccc1[N+](=O)[O-]
 : 29, i, i, i, i, i, i, i, i, i, i
N#C/C(=C/c1ccc(Br)s1)C(=O)NCCc1c[nH]c2ccccc12
 : 2, i, i, i, i, i, i, i, i, i, i
CCOC(=O)Cc1csc(SCC(=O)NC2CCCCC2)n1
 : -3, i, i, i, i, i, i, i, i, i, i
Cc1ccc(C(C)NC(=O)C2CCCO2)cc1C (stereo unspecified)
 : 6, i, i, i, i, i, i, i, i, i, i
CC1(C(=O)NCc2ccc(Cl)c(Cl)c2)Oc2ccccc2NC1=O (stereo unspecified)
 : -5, i, i, i, i, i, i, i, i, i, i
C=CCN(C(=O)CCC(=O)Nc1cc(C)on1)C(C(=O)NC1CCCC1)c1ccc(CC)cc1 (stereo unspecified)
 : 0, i, i, i, i, i, i, i, i, i, i
C/C=C(\C)CN1CCN(c2ccccc2F)CC1
 : -10, i, i, i, i, i, i, i, i, i, i
CCCCC1=CC2=C(c3ccco3)C(=O)C(C)(OC(=O)c3ccc(OC)cc3)C(=O)C2=CN1CC(C)C (stereo unspecified)
 : 3, i, i, i, i, i, i, i, i, i, i
O=C(Nc1ccc(F)cc1)c1ccccc1NC(=O)C1CC=CCC1C(=O)O (stereo unspecified)
 : ., i, i, i, i, i, i, i, i, i, i
O=C(NC1CCCC1)c1cc(=O)[nH]c2ccccc12
 : -2, i, i, i, i, i, i, i, i, i, i
CCCc1cc(=O)oc2cc(OCC(=O)Nc3ccc(CN4CCOCC4)cc3)c(Cl)cc12
 : 2, i, i, i, i, i, i, i, i, i, i
Nc1ncc(Br)cc1Br
 : -5, i, i, i, i, i, i, i, i, i, i
CCC(C)NC(=O)C1CCN(C(=O)COc2ccc3c4c(c(=O)oc3c2C)CCCC4)CC1 (stereo unspecified)
 : -1, i, i, i, i, i, i, i, i, i, i
CC(=O)c1c(N2CCN(c3ccc(F)cc3)CC2)nc(=S)n(Cc2ccccc2)c1C
 : 9, i, i, i, i, i, i, i, i, i, i
Cc1cc(C)n(-c2nc3ccccc3nc2Nc2ccc3[nH]c(=O)[nH]c3c2)n1
 : -4, i, i, i, i, i, i, i, i, i, i
NCCN=C1NS(=O)(=O)c2ccccc21
 : -4, i, i, i, i, i, i, i, i, i, i
CCOc1cc(C(=O)Nc2cc(C)ccc2C)ccc1OCC(=O)N1CCCCC1
 : 1, i, i, i, i, i, i, i, i, i, i
Oc1ccc(Cc2ccc(Cl)cc2)c(O)c1
 : 9, i, i, i, i, i, i, i, i, i, i
COc1cccc(OC)c1C(=O)NC(C)CCc1ccccc1 (stereo unspecified)
 : -3, i, i, i, i, i, i, i, i, i, i
CC1=C(C(=O)Nc2ccccc2)C(c2cccc([N+](=O)[O-])c2)Nc2nc3ccccc3n21 (stereo unspecified)
 : 3, i, i, i, i, i, i, i, i, i, i

Next section
The line under a structure holds: SKKanGAS inh, TRPC4 inh, TRPC6 activator, TRPC4 potent, TRPC4 act, TRPC6 inhibitor, TMEM16A act, MrgX1 agonist, MrgX1 allo act, ANO1 block, MrgX1 antagonist
S=C(Nc1ccccc1)N1CCn2c1nc1ccccc12
 : 16, i, i, i, i, i, i, i, i, i, i
COc1ccc(-c2cc(C3CC3)nc3sc(C#N)c(N)c23)cc1
 : 29, i, i, i, i, i, i, i, i, i, i
COc1cccc(CNC(=O)C2=C(C)C(=O)OC23CCC(C)CC3)c1 (stereo unspecified)
 : -3, i, i, i, i, i, i, i, i, i, i
CC(Sc1ncn[nH]1)C(=O)Nc1ccc(Cl)cn1 (stereo unspecified)
 : -15, i, i, i, i, i, i, i, i, i, i
CCn1c(SCC(=O)N2CCN(c3ccccc3F)CC2)nnc1-c1ccoc1C
 : -4, i, i, i, i, i, i, i, i, i, i
C=CCN(Cc1nc(-c2ccccc2)no1)C(=O)c1ccoc1C
 : -3, i, i, i, i, i, i, i, i, i, i
COc1ccc(/C=N/NC(=O)c2ccn[nH]2)cc1CN1CCOCC1
 : 3, i, i, i, i, i, i, i, i, i, i
C=CCn1c(CNc2ccc(C)cc2)nnc1SCC(=O)N/N=C/c1ccc(O)cc1
 : 9, i, i, i, i, i, i, i, i, i, i
O=C(OCCCCN1C(=O)c2ccccc2C1=O)c1ccc(S(=O)(=O)N2CCCC2)cc1
 : 7, i, i, 17*, i, i, i, i, i, 25*, i
CCOC(=O)c1cc(C#N)c(SC)nc1C
 : 1, i, i, i, i, i, i, i, i, i, i
COC(=O)c1cccc(S(=O)(=O)N(Cc2ccco2)Cc2cc3cc(OC)c(OC)cc3[nH]c2=O)c1
 : 4, i, i, i, i, i, i, i, i, i, i
Cc1cc(N2CCOCC2)nc2ccc(NC(=O)C3CCC(C)CC3)cc12 (stereo unspecified)
 : 8, i, i, i, i, i, i, i, i, i, i
COc1ccc(/C=N/OC(=O)Nc2ccccc2OC)cc1
 : -2, i, i, i, i, i, i, i, i, i, i
OC1CCN(c2ncnc3nc[nH]c23)CC1
 : -2, i, i, i, i, i, i, i, i, i, i
COC(CNC(=O)c1cn(C)c2ccc(S(=O)(=O)N3CCOCC3)cc2c1=O)OC
 : 3, i, i, i, i, i, i, i, i, i, i
C/C(=N\NC(=O)COc1ccc(C(C)(C)C)cc1)c1ccc(N2CCOCC2)cc1
 : 0, i, i, i, i, i, i, i, i, i, i
CCc1nnc(NC(=O)c2ccc(S(=O)(=O)N(C)Cc3ccccc3)cc2)o1
 : ?, i, i, i, i, i, i, i, i, i, i
COc1cccc(CNC(C)C(=O)Nc2ccc3c(c2)OCCO3)c1 (stereo unspecified)
 : -8, i, i, i, i, i, i, i, i, i, i
CC(C)(C)OC(=O)NCCCC[C@H](NC(=O)c1nc[nH]c1C(=O)NCc1ccc(CNC(=O)OC(C)(C)C)cc1)C(=O)OC(C)(C)C
 : 11, i, i, i, i, i, i, i, i, i, i
O=C(Nc1ncc([N+](=O)[O-])s1)c1cccc([N+](=O)[O-])c1
 : 1, i, i, i, i, i, -4.6*, i, i, 100*, i
COc1ccccc1C(=O)COC(=O)c1ccccc1OCC(=O)Nc1ccc(SC(F)F)cc1
 : -8, i, i, i, i, i, i, i, i, i, i
O=C(CSc1ncn[nH]1)Nc1nnc(-c2ccccc2)s1
 : -2, i, i, i, i, i, i, i, i, i, i
CC(C)(C)c1ccc(CNc2cc(N3CCOCC3)ccc2[N+](=O)[O-])cc1
 : 3, i, i, i, i, i, i, i, i, i, i
Cn1cccc1/C=N/n1c(-c2ccco2)n[nH]c1=S
 : -3, i, i, i, i, i, i, i, i, i, i
Cc1nc(SCC(=O)OCc2ccccc2)c2c(=O)n(C)c(=O)n(C)c2n1
 : -11, i, i, i, i, i, i, i, i, i, i
CSc1ccc(/C=C(/NC(=O)c2ccccc2)C(=O)NCCCn2ccnc2)cc1
 : -3, i, i, i, i, i, i, i, i, i, i
O=c1c(/C=N\NS(=O)(=O)c2ccccc2)coc2ccc(Cl)cc12
 : 9, i, i, i, i, i, i, i, i, 100*, i
CC1CCCN(c2cc(N(C)CCO)c([N+](=O)[O-])c3nonc23)C1 (stereo unspecified)
 : 0, i, i, i, i, i, i, i, i, i, i
CCOC(=O)CSc1nnc(NCC(=O)OC)c(=O)[nH]1
 : -9, i, i, i, i, i, i, i, i, i, i
CCOc1cc(C(=O)Nc2ccc(N3CCN(C(C)=O)CC3)cc2)cc(OCC)c1OCC
 : 5, i, i, i, i, i, i, i, i, i, i

Remaining list, next part.
The line under a structure holds: SKKanGAS inh, TRPC4 inh, TRPC6 activator, TRPC4 potent, TRPC4 act, TRPC6 inhibitor, TMEM16A act, MrgX1 agonist, MrgX1 allo act, ANO1 block, MrgX1 antagonist
Cc1[nH]c(C)c(S(=O)(=O)NCc2ccc(N(C)C)cc2)c1C(=O)N1CCCC1
 : 0, i, i, i, i, i, i, i, i, i, i
CCOC(=O)C(CC)(CC)C(=O)/C=C/c1ccc(Br)cc1
 : 1, i, i, i, i, i, i, i, i, i, i
Cc1cc(NC(=NC2CC2)c2ccccc2F)n(-c2ccccc2)n1
 : -21, ., i, i, i, i, i, i, i, i, i
CC(C)c1ccc(C(O)c2nc3ccccc3n2C)cc1 (stereo unspecified)
 : 3, i, i, i, i, i, i, i, i, i, i

Screens (PubChem BioAssay)
